# ASK1 primary: inhibitors of human ASK1 kinase. Q99683. AlphaScreen MKK6 phosphorylation by ASK1, luminescence. inhibition, % at 7.44 µM. 22,000 tested, 0.99% active. AID 1159602; in the data active = inhibition above about 35%;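 note: 0% = median of compound wells and 100% = no enzyme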
# Target sequence (Q99683 whole entry, looked up): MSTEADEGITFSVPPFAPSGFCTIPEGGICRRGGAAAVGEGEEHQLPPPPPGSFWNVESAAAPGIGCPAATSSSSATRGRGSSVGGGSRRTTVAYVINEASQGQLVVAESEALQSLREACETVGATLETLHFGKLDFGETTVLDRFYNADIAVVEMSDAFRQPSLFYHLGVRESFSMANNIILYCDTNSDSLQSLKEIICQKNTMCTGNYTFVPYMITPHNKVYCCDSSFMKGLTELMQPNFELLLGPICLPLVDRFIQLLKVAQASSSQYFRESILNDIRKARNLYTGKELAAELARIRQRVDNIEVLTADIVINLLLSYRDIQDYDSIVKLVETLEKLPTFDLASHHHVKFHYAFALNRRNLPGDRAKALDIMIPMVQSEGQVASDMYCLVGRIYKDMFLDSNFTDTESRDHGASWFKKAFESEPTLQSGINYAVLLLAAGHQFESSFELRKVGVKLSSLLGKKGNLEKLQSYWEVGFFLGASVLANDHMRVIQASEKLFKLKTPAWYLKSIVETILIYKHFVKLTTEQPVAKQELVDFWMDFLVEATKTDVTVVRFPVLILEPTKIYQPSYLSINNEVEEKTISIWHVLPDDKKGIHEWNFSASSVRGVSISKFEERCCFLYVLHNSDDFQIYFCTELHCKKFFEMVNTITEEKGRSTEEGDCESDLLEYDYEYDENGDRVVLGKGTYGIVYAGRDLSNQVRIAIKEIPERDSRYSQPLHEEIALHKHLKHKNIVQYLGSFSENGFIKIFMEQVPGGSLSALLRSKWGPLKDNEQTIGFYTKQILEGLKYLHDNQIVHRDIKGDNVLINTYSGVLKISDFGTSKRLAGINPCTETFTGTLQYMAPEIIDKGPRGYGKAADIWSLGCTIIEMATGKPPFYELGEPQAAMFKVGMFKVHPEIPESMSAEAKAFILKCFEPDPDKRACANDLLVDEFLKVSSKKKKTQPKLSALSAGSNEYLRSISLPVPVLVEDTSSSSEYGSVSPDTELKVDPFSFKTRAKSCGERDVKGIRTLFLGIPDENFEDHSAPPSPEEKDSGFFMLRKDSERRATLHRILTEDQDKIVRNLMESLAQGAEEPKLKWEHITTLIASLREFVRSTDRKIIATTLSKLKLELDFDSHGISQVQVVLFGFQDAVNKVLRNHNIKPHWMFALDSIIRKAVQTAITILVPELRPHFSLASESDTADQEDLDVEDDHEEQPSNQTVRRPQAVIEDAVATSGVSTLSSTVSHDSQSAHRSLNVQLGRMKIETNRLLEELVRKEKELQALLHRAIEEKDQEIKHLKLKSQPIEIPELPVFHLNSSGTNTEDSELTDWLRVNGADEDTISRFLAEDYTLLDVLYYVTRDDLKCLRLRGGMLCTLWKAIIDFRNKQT
# ULK1 primary: human ULK1 kinase inhibition, primary screen. O75385. AlphaScreen Atg13 phosphorylation by ULK1, luminescence. inhibition, % at 5.96 µM. 30,000 tested, 1.9% active. AID 1259251; in the data active = inhibition above about 43%;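 note: 0% = median of compound wells and 100% = no enzyme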
# The depositor's hits bear a star; x = not tested or not shown.
# The first 4 entries (preview)
SMILES,ASK1 primary,ULK1 primary
CCN(CC)C(=O)C1CCCN(c2nc(NCCOc3ccccc3)c3ncn(CCN4CCCC4=O)c3n2)C1 (centres undefined),-15,-1
O=C(Nc1ccccc1)c1ccc2nc(N3CCN(Cc4ccc5c(c4)OCO5)CC3)sc2c1,-11,-8
CC(C)N(CCNC(=O)c1csc(N2CCN(c3ccccn3)CC2)n1)C(C)C,-8,-2
CC(C)(C)c1cn2c3ccccc3nc2n1CCN1CCCC1,x,3

# The list itself, previewed entries included:
SMILES,ASK1 primary,ULK1 primary
CCN(CC)C(=O)C1CCCN(c2nc(NCCOc3ccccc3)c3ncn(CCN4CCCC4=O)c3n2)C1 (centres undefined),-15,-1
O=C(Nc1ccccc1)c1ccc2nc(N3CCN(Cc4ccc5c(c4)OCO5)CC3)sc2c1,-11,-8
CC(C)N(CCNC(=O)c1csc(N2CCN(c3ccccn3)CC2)n1)C(C)C,-8,-2
CC(C)(C)c1cn2c3ccccc3nc2n1CCN1CCCC1,x,3
Cn1c(Nc2nc(NCCO)c3ncn(Cc4ccc(C(F)(F)F)cc4)c3n2)nc2ccccc21,0,7
Cn1cc(-c2ccc3cnc(Nc4ccncc4)c(Cl)c3c2)cn1,11,-42
CC(=O)Nc1ccc(NC(=O)c2cccc(Nc3nccc4ccccc34)c2)cc1,-21,22
CC(C)N(CCNc1cc(Nc2nccc3ccccc23)nc(N)n1)C(C)C,-2,-14
Nc1ccc2c(c1)C1c3ccccc3C2c2ccccc21,x,-16
O=C(NCc1c(-c2ccc(Cl)cc2)nc2n1CCS2)c1cccc2ccccc12,x,1
c1ccc(Oc2ccc(Nc3ncnc4nc(-c5ccc(N6CCOCC6)nc5)[nH]c34)cc2)cc1,2,5
COc1ccc(-c2cncc(C(=O)NCc3cccnc3)c2)cc1,-18,-2
CC(=O)c1cccc(-c2nc(Nc3ccc(N4CCOCC4)cc3)c3ncn(-c4ccsc4)c3n2)c1,-1,0
CCCCCCC(O)C/C=C/CCCCCCCC(=O)O (centres undefined),x,-17
CC(C)CC(NC(=O)C(NC(=O)OC(C)(C)C)C(C)C)C(N)=O (centres undefined),x,4
CCCNC(=O)c1ccnc(-c2ccccc2)c1,-6,-1
Cc1cccc(NC(=O)Nc2cnn(-c3cccc(C(=O)NOCc4ccccc4)c3)c2)c1,-10,2
COc1ccc(Nc2nc(C)cc(Nc3ccc(OCCN4CCCCC4)cc3)n2)cn1,3,1
CN1CCN(C(=O)c2ccc(-c3nc(Nc4ccc(N5CCOCC5)cc4)c4ncn(C5CCCCC5)c4n3)cc2)CC1,13,1
O=C(NCc1nc2ccccc2[nH]1)c1cccc(NC2CCC(O)CC2)n1 (centres undefined),11,4
Cc1cc(Nc2ccc3c(c2)OCO3)nc(Nc2cnccn2)n1,19,6
NC(=O)c1ccc2cnn(-c3cccc(C(=O)NCCN4CCOCC4)c3)c2c1,2,0
C=CCOc1ccc2ccccc2c1C=C1C(=O)NC(=O)NC1=O,x,16
CCCNc1nc(Nc2ccc(-n3ccnc3)cc2)nc2c1ncn2C1CCCCC1,10,1
COc1ccc(CNc2cc(-c3cccc(OC(F)(F)F)c3)ncn2)cc1,-8,-27

# Six neighbouring compounds from above, for reference:
SMILES,ASK1 primary,ULK1 primary
COc1ccc(-c2cncc(C(=O)NCc3cccnc3)c2)cc1,-18,-2
CC(=O)c1cccc(-c2nc(Nc3ccc(N4CCOCC4)cc3)c3ncn(-c4ccsc4)c3n2)c1,-1,0
CCCCCCC(O)C/C=C/CCCCCCCC(=O)O (centres undefined),x,-17
CC(C)CC(NC(=O)C(NC(=O)OC(C)(C)C)C(C)C)C(N)=O (centres undefined),x,4
CCCNC(=O)c1ccnc(-c2ccccc2)c1,-6,-1
Cc1cccc(NC(=O)Nc2cnn(-c3cccc(C(=O)NOCc4ccccc4)c3)c2)c1,-10,2

# (listing goes on)
SMILES,ASK1 primary,ULK1 primary
CCCNc1nc(OC)nc(-c2ccc(C(=O)NC3CC3)cc2)n1,-14,-2
O=C(NCc1cccc(C(F)(F)F)c1)c1csc(-c2ccccc2)n1,-13,-3
O=C(NCc1cccnc1)c1cccc(NCCN2CCOCC2)n1,2,-2
CC(C)n1c(NC2CCC(O)CC2)nc2c(NCCOc3ccccc3)ncnc21 (centres undefined),-34,4
Cc1cnc(Nc2ccnn2C)nc1NC1CC1,-2,-7
Cc1ncn(-c2ccc(Nc3nccc(Nc4cccc5ncccc45)n3)cc2)n1,8,3
O=C(Nc1ccc(Oc2ccccc2)cc1)c1cncc(-c2ccc(N3CCOCC3)nc2)c1,-8,4
Cc1ccccc1OCC(=O)N/N=C\c1cc(O)c(O)c(Br)c1,x,-4
Nc1cccc(-c2ncc(C(=O)NCCN3CCOCC3)s2)c1,15,-1
O=C(Nc1ccc(N2CCOCC2)cc1)c1cccc(-c2ccc(N3CCOCC3)nc2)c1,-15,7
COc1ccc(-c2nc(C)cc(NCc3nc4ccccc4[nH]3)n2)cc1,0,-7
Cn1c(=O)c2c(nc(Br)n2Cc2ccccc2Cl)n(C)c1=O,x,4
CC(C)n1cnc2c(NCCO)nc(Nc3ccncc3)nc21,-3,2
O=C(NC1CC1)c1cnc(-c2csc3ccccc23)s1,-4,-6
CNC(=O)c1ccccc1Nc1cc(Nc2ccc(C(=O)N(C)C)cc2C)ncc1C(F)(F)F,-27,78*
CCCn1c(=O)/c(=C2/C=Cc3ccccc3N2C)s/c1=C1\SC(=S)NC1=O,x,-8
OCCNc1ccnc(NC2CCN(Cc3ccccc3)CC2)n1,-16,-21
COc1ccc(CCNC(=O)c2ccc(-c3c(C)nn(C)c3C)s2)cc1,-16,4
COc1ccc(CCNC(=O)c2cnc(-c3cccc(N)c3)s2)cc1,3,31
CCCNc1nc(-c2ccc(C(N)=O)cc2)nc2c1ncn2C1CCCCC1,8,-10
COc1cc(Nc2nc(C(=O)NCc3nc4ccccc4[nH]3)cs2)cc(OC)c1OC,-12,23
O=C(NCc1cccc(C(F)(F)F)c1)c1cnc(Br)s1,-4,-6
Cc1cnc(Nc2ncccn2)nc1NCCOc1ccccc1,-18,-7
CC(C)N(CCNC(=O)Cc1cn(-c2ccc(Nc3ccncn3)nn2)c2ccccc12)C(C)C,-13,-2
N#Cc1ccc2c(N)nn(-c3ccc(F)cc3)c2c1,-1,-20

# Fetched one by one from above, 2 records:
SMILES,ASK1 primary,ULK1 primary
CCCNc1nc(-c2ccc(C(N)=O)cc2)nc2c1ncn2C1CCCCC1,8,-10
COc1ccc(-c2nc(C)cc(NCc3nc4ccccc4[nH]3)n2)cc1,0,-7

# (continued)
SMILES,ASK1 primary,ULK1 primary
O=C(Cc1cn(-c2ccc(Nc3ccc(N4CCOCC4)cc3)nn2)c2ccccc12)NCc1cccnc1,3,16
Cc1cnc(CNc2cc(-c3ccccc3F)nc(-c3ccncc3)n2)nc1,x,-2
CCc1cc(=O)n(CC(=O)Nc2c(C)cc(C)cc2C)c(-n2nc(C)cc2C)n1,x,1
CC(C)N(CCNc1ccnc(N2CCC(N3CCOCC3)CC2)n1)C(C)C,-13,2
NC[C@H]1O[C@H](OC2[C@@H](N)C[C@@H](N)[C@H](O[C@H]3O[C@H](CO)[C@@H](O)[C@H](N)[C@H]3O)[C@H]2O)[C@H](O)[C@@H](O)[C@@H]1O (some centres undefined),x,-8
COc1ccc(-c2nc3ncnc(NC4CC4)c3[nH]2)cn1,-2,-7
CN1CCN(c2ccc(-c3nc(NCc4ccccc4)c4ncn(-c5ccsc5)c4n3)cc2)CC1,7,-14
Nc1cccc(-c2cncc(C(=O)NCc3ccccc3)c2)c1,-2,11
C[C@@H](NC(=O)c1cc2ccccc2s1)c1nc(-c2ccncc2)n[nH]1,0,-6
Oc1c(Cl)cc(Cl)c2cccnc12,x,27
C=CCNC(N)=S,x,-6
O=C(CSCC(=O)Nc1nccs1)Nc1ccccc1,x,5
Cc1nc(-c2ccc(F)cc2)cc(N2CCCCC2)n1,x,16
CCn1c(SCC(=O)N/N=C/c2cccc(O)c2)nnc1-c1ccccc1,x,0
COc1cccc(CN(CCN2CCCC2)C(=O)Nc2ccc(-c3cn[nH]c3)cc2)c1,2,10
Cc1cc(C)n2nc(S(=O)(=O)Cc3ccccc3)nc2n1,x,2
CC1C(C(=O)Nc2ccccc2)CCCC1(C)C(=O)O (centres undefined),x,1
O=C(NCc1cccnc1)c1cccc(Nc2ccc3ncccc3c2)n1,-12,2
c1ccc2[nH]c(CNc3cc(Nc4ccncn4)ncn3)nc2c1,-22,-7
O=C(NCc1cccc(C(F)(F)F)c1)c1csc(NCc2ccc3c(c2)OCO3)n1,9,-2
Nc1cccc(-c2cccc(C(=O)Nc3ccccc3)c2)c1,-12,-16
CCc1cc(=O)n(CC(=O)N2CCOCC2)c(-n2nc(C)cc2C)n1,x,-4
O=C(NCc1nc2ccccc2[nH]1)c1ccc2nc(N3CCc4ccccc4C3)sc2c1,1,6
COc1ccc(-c2nc3c(Nc4ccc(Oc5ccccc5)cc4)ncnc3n2C(C)C)cn1,2,1
CN1CCN(C(=O)c2ccc(-c3nc(Nc4ccccc4)c4ncn(-c5ccsc5)c4n3)cc2)CC1,5,5
# Going on with the list.
SMILES,ASK1 primary,ULK1 primary
NC1CCN(Cc2ccn(-c3ccnc(Nc4ccc(N5CCOCC5)cc4)c3)n2)CC1,6,-2
OCCCNCc1[nH]c2ccccc2c1Cl,x,4
Nc1nc(NC2CCN(Cc3ccccc3)CC2)cc(N2CCC(N3CCOCC3)CC2)n1,-2,-4
CC(=O)Nc1ccc(Nc2cc(Nc3ccnn3C)ncn2)cc1,2,16
CC(=O)c1cccc(-c2nc(C(=O)NC3CCN(Cc4ccccc4)CC3)cs2)c1,11,-5
CCCNc1cc(C)nc(-c2c(C)nn(C)c2C)n1,0,0
CN(C)c1cccc(Nc2nc(NCCCN3CCCC3=O)c3ncn(CCN4CCCC4=O)c3n2)c1,3,7
C=CCSCC1Nc2cc(Cl)c(S(N)(=O)=O)cc2S(=O)(=O)N1 (centres undefined),x,10
COc1ccc2c(c1)CC(C(=O)Nc1ccc(-c3cn[nH]c3)cc1N(C)C1CCN(C)C1)CO2 (centres undefined),15,5
O=C(NCc1ccccc1)c1csc(Nc2nccc3ccccc23)n1,3,-6
CC(C)[C@@H]1NC(=O)[C@H](CCCCN)NC(=O)[C@@H](Cc2c[nH]c3ccccc23)NC(=O)[C@H](Cc2ccc(O)cc2)NC(=O)[C@H](C)N(C)C(=O)[C@H](Cc2ccccc2)NC1=O,x,0
COc1ccc(CCNc2nc(-c3ccc(OC)cc3)ncc2C)cc1,-13,-14
CC(C)n1cnc2c(NCCO)nc(-c3ccccc3)nc21,-6,8
CCCNC(=O)c1cccc(N2CCOCC2)n1,-5,0
Cc1[nH]nc2c1C(c1ccc(-c3ccc(Br)cc3)o1)C(C#N)=C(N)O2 (centres undefined),x,11
CCOc1ccc(NC(=O)CC(C)O)cc1 (centres undefined),x,0
CCc1ccc(NC(=O)c2c(C)oc3ccc(OC)cc23)cc1,x,3
CC(=O)Nc1ccc(NC(=O)c2ccnc(N3CCc4ccccc4C3)c2)cc1,15,-1
CC(=O)c1cccc(-c2cccc(C(=O)NCc3cccc(C(F)(F)F)c3)c2)c1,-23,-6
Cn1c(Nc2nc(NCc3cccnc3)c3ncn(Cc4ccc(C(F)(F)F)cc4)c3n2)nc2ccccc21,-3,-10
CN(C)CC(=O)NC(c1ccc(Cl)cc1)c1nc2ccc(-c3cn[nH]c3)cc2c(=O)[nH]1 (centres undefined),10,8
CCCNc1nc(NCc2cccnc2)nc2c1ncn2C(C)C,7,14
Cc1ccc(Nc2nc(N/N=C/c3ccccc3O)nc(N3CCOCC3)n2)cc1Cl,x,-7
COCCCN1CCC(NC(=O)c2cc(Cl)c(N)c3c2OCC3)CC1,x,-8
COC(=O)c1ccc(NS(=O)(=O)c2ccc(Cl)c(N)c2)cc1,x,-18
# The list continues:
SMILES,ASK1 primary,ULK1 primary
O=C(Nc1ccccc1)c1csc(Nc2cnccn2)n1,0,10
COc1ccc(CCNC(=O)c2cc(N3CCc4ccccc4C3)nc3ccccc23)cc1,-22,2
CC(=O)Nc1ccc(Nc2nc(Nc3ccc4ncccc4c3)nc3c2ncn3C(C)C)cc1,-8,34
CC(=O)Nc1ccc(Nc2ncnc3nc(-c4ccc(N5CCOCC5)nc4)[nH]c23)cc1,2,13
Nc1nc(NC2CCN(Cc3ccccc3)CC2)nc2c1ncn2-c1ccccc1,4,-17
Cc1cc(C)cc(OCC(O)CN2CCOCC2)c1 (centres undefined),x,5
CN(C)CCN(C)c1cc(-c2cn[nH]c2)ccc1NC(=O)NCc1ccccc1,-10,16
CC(C)CC(=O)Nc1ccc(-c2cn3ccccc3n2)cc1,x,-7
c1ccc(CN2CCC(Nc3ncnc4nc(N5CCc6ccccc6C5)[nH]c34)CC2)cc1,-6,10
COC(=O)C1=C(C)N(c2ccc(OC)cc2)C(=O)/C1=C\c1ccccc1[N+](=O)[O-],x,15
COc1ccc(CCNC(=O)c2ccnc(Nc3cccc(N(C)C)c3)c2)cc1,41*,0
COc1ccc(-c2nc(NCc3nc4ccccc4[nH]3)c3[nH]cnc3n2)cn1,-6,5
CC(=O)Nc1ccc(Nc2nc(NCCN3CCOCC3)ncc2C)cc1,-20,9
FC(F)(F)c1cccc(CNc2nc(Nc3ccccn3)nc3c2ncn3C2CCCCC2)c1,4,1
CC(C)n1cnc2c(Nc3ccc4c(c3)OCO4)nc(NC3CCN(Cc4ccccc4)CC3)nc21,35,7
COc1ccc(C(=O)c2oc3ccc(NC(=O)c4ccc(OC)c(OC)c4)cc3c2C)cc1,x,3
O=C(NCCO)c1cccc(-c2ccc(N3CCOCC3)nc2)n1,0,-1
Cc1n[nH]c(C)c1-c1cc(F)cc(-c2ccnc(Nc3ccc(-n4cnc(C(F)(F)F)n4)cc3)n2)c1,-2,2
Clc1ncc(-c2ccncc2)c2nc(Cc3ccc(Br)cc3)[nH]c12,12,7
NC(=O)c1ccc(-c2cc(C(=O)NCc3cccnc3)ccn2)cc1,3,10
Cn1c(Nc2cc(NC3CC3)ncn2)nc2ccccc21,-10,9

# Source: PubChem (The Scripps Research Institute Molecular Screening Center)
